Screening results: PubChem, National Center for Advancing Translational Sciences (NCATS)
Nrf2 ARE act – qHTS of Nrf2 Activators; AREc32 ARE-luciferase reporter (MCF7-derived line), luminescence, 24 h; Potency, µM (doses to about 46.1 µM), inactives show at the highest dose activation, most hits filed as activators; 410,000 compounds, 0.31% hits; AID 624171, 2012; also: potency is read from the fitted curve at half-maximal effect; % of control where 0% means no effect; nearly all actives have a fitted effect of over 65% in size
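ARE activation measured as luciferase luminescence (Steady-Glo, 30 min RT) in AREc32_Fluc cells after 24 hr compound exposure at 37 deg C, 5% CO2; cells seeded overnight at 1000/well in OPTI-MEM, 5% FBS.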
A549 viability – Nrf2 qHTS screen for inhibitors: counterscreen for cytotoxicity | Potency, µM (highest dose often 46 µM), for inactives: top-dose activity change, negative = cytotoxicity, usual class: inhibitors | A549 ARE-Fluc cells, CellTiter-Fluor viability, 18-24 h | 390,000 compounds, 0.16% hits; also: potency is read from the fitted curve at half-maximal effect; % is scaled to controls: 0 for no effect and ±100 for the full control effect
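A549 ARE-Fluc cells in 5% FBS OPTI-MEM, 5000 cells/well, rested 2 h then exposed to compounds in concentration-response for 18-24 h at 37 °C. Viability by CellTiter-Fluor fluorescence (Ex 405/Em 525) after 30 min; luciferase luminescence (BugLite, 15 min, RT) read afterwards.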
CCT chaperon mod – High-Throughput Screening for Modulators of Cytosolic Chaperonin Activity. purified chaperonin ATPase assay, HTRF ADP detection, 30 min. activity change, % (concentration not given with the values), hits read low. 360,000 compounds, 0.3% hits; in the data active = activity change below about -30%; also: % is scaled to controls: 0 for no effect and ±100 for the full control effect
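First, chaperonin was dispensed at 40 nM or 20 nM final depending on batch activity. Next, compounds were pinned at 76 uM and ATP added at 10 uM. After 30 min at 37 °C, ADP detection reagents ran 30 min at ambient temperature.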
Abeta yeast res – qHTS for compounds that reverse cellular toxicity of Amyloid beta (A-beta) peptide in yeast: Primary Screen. AID 1347071, 2019. 410,000 compounds, 0.063% hits. Potency, µM (doses to about 46.1 µM), for the others: at the highest dose growth rescue, usual class: activators. yeast expressing A-beta42, growth rescue, OD600, 48 h; response scale: 0% DMSO, 100% iron-clioquinol control; also: potency is read from the fitted curve at half-maximal effect; nearly all actives have a fitted effect of over 55% in size
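Yeast A-beta toxicity model in growth medium with pinned compounds, 48 h at 30 C; growth read as absorbance at 600 nm. Normalized to FeCl3/clioquinol equimolar mix (positive) and DMSO (negative).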
Nrf2 block – Nrf2 qHTS screen for inhibitors; Potency, µM (highest dose often 46 µM), for inactives: at the top dose activity change, negative = inhibition, hits mostly inhibitors; 360,000 compounds, 2.1% hits; A549 ARE-Fluc reporter, luciferase luminescence, 18-24 h; AID 504444, 2011; also: potency is read from the fitted curve at half-maximal effect; % is scaled to controls: 0 for no effect and ±100 for the full control effect; nearly all actives have a fitted effect of over 60% in size
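Two sequential reads on A549 ARE_Fluc cells exposed to compound for 18-24 h: a CellTiter-Fluor fluorescence read for viability, then a luciferase luminescence read for Nrf2/ARE activity.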
pAkt inh – HTS Assay for Inhibitors of Akt Phophorylation: Primary Screen | activity change, % for hits at 50 µM | Neuro2A IGF-stimulated pAkt S473 HTRF, 20 min; stronger effect = lower value | 360,000 compounds, 0.32% hits; in the data active = activity change below about -80%; inconclusive = mostly about -51% to -80%; also: % is scaled to controls: 0 for no effect and ±100 for the full control effect
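Neuro2A cells (4,500/well, DMEM with 0.5% FBS) were treated with compound at a single 50 µM final concentration, stimulated with 6 nM IGF for 20 min at 37 °C, and lysed. Phospho-Akt Ser473 was read by HTRF as 665/615 ratio ×10^4.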
MmCpn inh – Inhibitors of TCP-1 ring complex (TRiC) of Methanococcus maripaludis (MmCpn): qHTS; purified Mm-Cpn ATPase, ADP Transcreener TR-FRET; Potency, µM (series often up to 76.9 µM), inactives show at the top dose activity, negative = inhibition, usual class: inhibitors; 330,000 compounds, 0.031% hits; AID 504842, 2011; also: potency is read from the fitted curve at half-maximal effect; % is scaled to controls: 0 for no effect and ±100 for the full control effect; nearly all actives have a fitted effect of over 80% in size
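TR-FRET (320 nm excitation; 590 and 665 nm emission) reports ADP made from 10 uM ATP by 25 nM enzyme; compounds were preincubated 10 min, reaction run 30 min, both at 37°C.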
HepG2 viability – qHTS for Inhibitors of TGF-b: Cytotox Counterscreen; HepG2 CAGA-GFP viability, ATP luminescence, 18 h; AID 588856, 2011; Potency, µM (series often up to 46.1 µM), without a hit: at the top dose activity change, negative = cytotoxicity, hits mostly cytotoxic; 410,000 compounds, 0.76% hits; also: potency is read from the fitted curve at half-maximal effect; some results filed as inactive show a strong effect at the top dose
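CellTiter-Glo luminescence gave cytotoxicity after 18 hours at 37 degrees C. The cells were HepG2 CAGA-GFP in 1% FBS DMEM, stimulated with 500 pg/mL TGF-beta after compound addition. %Activity was normalised to no-cell wells (complete cell-killing) and DMSO (no toxicity), and curves were fitted and classified.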
TGFb inhibitor – qHTS for Inhibitors of TGF-b. Potency, µM (doses to about 46.1 µM), for the others: top-dose activity, negative = inhibition, most hits filed as inhibitors. AID 588855, 2011. HepG2 CAGA-GFP TGF-b/SMAD3 reporter, GFP fluorescence, 18 h; TGF-beta stimulated, 500 pg/mL final. 410,000 compounds, 1.2% hits; also: potency is read from the fitted curve at half-maximal effect; % is scaled to controls: 0 for no effect and ±100 for the full control effect; nearly all actives have a fitted effect of over 65% in size
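Smad-responsive CAGA-GFP expression was quantified in HEPG2 cells exposed to compounds and 500 pg/mL final TGF-beta for 18 h at 37 degrees C; unstimulated wells defined full inhibition.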
* marks the source's active call; other numbers are inactive results; [ ] = another dose, or the depositor's remark. Unless noted, calls follow the shape of the dose curve; as a rule, active = well fitted curve in the direction sought with a large enough effect; inconclusive = small, poorly fitted or top-dose-only effect, or another doubt; inactive = no such curve, though single readings can be large; an effect the other way counts as inactive or inconclusive.

Screening CC1CCN(C(=O)COC(=O)c2ccc([N+](=O)[O-])o2)CC1 returned Nrf2 ARE act 11%, A549 viability -1%, CCT chaperon mod -0.8, Abeta yeast res 4%, Nrf2 block 17%, pAkt inh inactive, MmCpn inh 0%, HepG2 viability 0% and TGFb inhibitor 6%.
For CC(C)(C)Nc1ncnc2c1cnn2-c1ccccc1 the results were Nrf2 ARE act 0.4%, A549 viability 4%, CCT chaperon mod 0.0, Abeta yeast res 7%, Nrf2 block inconclusive, pAkt inh inactive, MmCpn inh 3%, HepG2 viability -13% and TGFb inhibitor 13%.
C=CC[C@H](CC(=O)N[C@H](CO)Cc1ccccc1)C(=O)N[C@@H](COC(=O)[C@@H](CC=C)CC(=O)OC(C)(C)C)Cc1c[nH]c2ccccc12 was read as Nrf2 ARE act -1.4%, A549 viability inconclusive, CCT chaperon mod 1.4, Abeta yeast res 6%, Nrf2 block inconclusive, pAkt inh inactive, MmCpn inh -2%, HepG2 viability -102% and TGFb inhibitor 11µM*.
`O=C1OC=NC1=Cc1ccccc1` gave Nrf2 ARE act -0.6%, A549 viability -2%, CCT chaperon mod -1.9, Abeta yeast res 8%, Nrf2 block 11%, pAkt inh inactive, HepG2 viability 2% and TGFb inhibitor 12%.
For CC1COc2ccccc2N1S(=O)(=O)c1ccccc1 (stereo not drawn) the results were Nrf2 ARE act 0.1%, A549 viability -3%, CCT chaperon mod -2.2, Abeta yeast res 24%, Nrf2 block inconclusive, pAkt inh inactive, MmCpn inh -2%, HepG2 viability 13% and TGFb inhibitor -6%.
`C[C@]12CC[C@@H]3c4ccc(O)cc4CC[C@H]3[C@@H]1CC[C@@H]2OC(=O)CCC(=O)O` gave Nrf2 ARE act -0.4%, A549 viability 2%, CCT chaperon mod 0.3, Abeta yeast res -31%[inhibitor], Nrf2 block inconclusive, pAkt inh inactive, MmCpn inh 3%[15.4 µM], HepG2 viability -1% and TGFb inhibitor 3%.
Screening CNc1cccc(-c2ccccc2C(C)=O)n1 returned Nrf2 ARE act 0.0%[9.22 µM], CCT chaperon mod -1.0, Abeta yeast res 16%, pAkt inh inactive, HepG2 viability 5% and TGFb inhibitor 11%.
Screening CC1=C(C(=O)N2CCCC(CCC(=O)NCc3ccccc3F)C2)OCCO1 (stereo not drawn) returned Nrf2 ARE act -2.0%, A549 viability 0%, CCT chaperon mod 0.2, Abeta yeast res 5%, Nrf2 block 28%, pAkt inh inactive, MmCpn inh 0%, HepG2 viability 1% and TGFb inhibitor 18%.
For CC(C)(C)NC(=O)CCc1nnc(Cc2c[nH]c3ccccc23)o1 the results were Nrf2 ARE act -0.3%, A549 viability 8%, CCT chaperon mod 0.4, Abeta yeast res 1%, Nrf2 block 10%, pAkt inh inactive, MmCpn inh -4%, HepG2 viability -10% and TGFb inhibitor -2%.
`CCC(C)c1ccccc1NC(=O)C(C)OC(=O)CN1C(=O)NC(C)(C)C1=O` (stereo not drawn) gave Nrf2 ARE act 0.0%, A549 viability 0%, CCT chaperon mod -2.1, Abeta yeast res 18%, Nrf2 block 2%, pAkt inh inactive, MmCpn inh 3%, HepG2 viability 2% and TGFb inhibitor 0%.
`Cc1noc(C)c1COC(=O)c1ccc(F)c(S(=O)(=O)N2CCCCC2)c1` gave Nrf2 ARE act -0.1%, A549 viability 2%, CCT chaperon mod -4.4, Abeta yeast res -10%, Nrf2 block -14%, pAkt inh inactive, MmCpn inh -1%, HepG2 viability 4% and TGFb inhibitor -1%.
For COc1ccc(NC(=O)C(c2cc3c(cc2[N+](=O)[O-])OCO3)N2CCN(C=O)CC2)cc1 (stereo not drawn) the results were Nrf2 ARE act -1.2%, A549 viability -8%, CCT chaperon mod -3.4, Abeta yeast res -17%, Nrf2 block 15%, pAkt inh inactive, MmCpn inh -3%, HepG2 viability -11% and TGFb inhibitor 0%.
COc1cc(/C=N\NC(=O)c2ccc(Cn3nc([N+](=O)[O-])c(Cl)c3C)o2)ccc1O was read as Nrf2 ARE act 6.6%, A549 viability -1%, CCT chaperon mod -1.6, Abeta yeast res 5%, pAkt inh inactive, MmCpn inh -12%, HepG2 viability -16% and TGFb inhibitor -10%.
Screening O=S(=O)(c1ccc(N2CCN(CCO)CC2)nc1)N1CCOCC1 returned Nrf2 ARE act 0.2%, A549 viability 1%, CCT chaperon mod -3.7, Abeta yeast res -6%, Nrf2 block -5%, pAkt inh inactive, MmCpn inh 0%, HepG2 viability 4% and TGFb inhibitor 3%.
Cc1ccc(C)c(OCCn2c(C3CC(=O)N(Cc4ccc(F)cc4)C3)nc3ccccc32)c1 (stereo not drawn) was read as Nrf2 ARE act -3.7%, A549 viability -5%, Abeta yeast res 10%, Nrf2 block inconclusive, HepG2 viability -104% and TGFb inhibitor 13µM*.
`COc1ccc(NC(=O)CSc2ncnc3c2sc2ccccc23)c(OC)c1` gave Nrf2 ARE act 0.3%, A549 viability 5%, CCT chaperon mod 0.0, Abeta yeast res 7%, Nrf2 block 3%, pAkt inh inactive, MmCpn inh 0%, HepG2 viability 11% and TGFb inhibitor 22%.
Screening O=C(CCC(=O)N(CC(=O)NC1CCCC1)c1cccc(F)c1)Nc1nccs1 returned Nrf2 ARE act -0.3%, A549 viability -1%, CCT chaperon mod 1.1, Abeta yeast res 4%, Nrf2 block -6%, pAkt inh inactive, MmCpn inh 1%, HepG2 viability 19% and TGFb inhibitor 7%.
For CCCCC(=O)O[C@H]1CC[C@H]2[C@@H]3CCc4cc(O)ccc4[C@H]3CC[C@]12C the results were Nrf2 ARE act 3.0%, A549 viability inconclusive, CCT chaperon mod 0.1, Abeta yeast res -20%, Nrf2 block inconclusive, MmCpn inh -4%, HepG2 viability -9% and TGFb inhibitor -6%.
Screening COc1ccc(C2CC(=O)C3=C(C2)Nc2ccccc2N(C(=O)C2CC2)C3c2cccnc2)cc1OC (stereo not drawn) returned Nrf2 ARE act -0.1%, A549 viability 2%[1.84 µM], CCT chaperon mod -1.2, Abeta yeast res -4%, Nrf2 block 9%, pAkt inh inactive, HepG2 viability -3% and TGFb inhibitor 7%.
`CCN(CC)C(=O)Cn1c(=O)n(CCCC(=O)NCc2ccccc2)c(=O)c2sccc21` gave Nrf2 ARE act -0.5%, A549 viability -14%, CCT chaperon mod -1.8, Abeta yeast res 8%, Nrf2 block -12%, pAkt inh inactive, MmCpn inh -1%, HepG2 viability 30% and TGFb inhibitor 10%.

Ordered by formula weight (rising): three of the compounds above
Screening CNc1cccc(-c2ccccc2C(C)=O)n1 returned Nrf2 ARE act 0.0%[9.22 µM], CCT chaperon mod -1.0, Abeta yeast res 16%, pAkt inh inactive, HepG2 viability 5% and TGFb inhibitor 11%.
For CC(C)(C)NC(=O)CCc1nnc(Cc2c[nH]c3ccccc23)o1 the results were Nrf2 ARE act -0.3%, A549 viability 8%, CCT chaperon mod 0.4, Abeta yeast res 1%, Nrf2 block 10%, pAkt inh inactive, MmCpn inh -4%, HepG2 viability -10% and TGFb inhibitor -2%.
Screening O=S(=O)(c1ccc(N2CCN(CCO)CC2)nc1)N1CCOCC1 returned Nrf2 ARE act 0.2%, A549 viability 1%, CCT chaperon mod -3.7, Abeta yeast res -6%, Nrf2 block -5%, pAkt inh inactive, MmCpn inh 0%, HepG2 viability 4% and TGFb inhibitor 3%.

(list continues)
`C=CCn1c(N)c(C(=O)OC(C)CC)c2nc3ccccc3nc21` (stereo not drawn) gave Nrf2 ARE act -0.5%, A549 viability 8%, CCT chaperon mod 0.6, Abeta yeast res 3%, Nrf2 block inconclusive, pAkt inh inactive, MmCpn inh -9%, HepG2 viability -6% and TGFb inhibitor -1%.
For CN(C)S(=O)(=O)c1cccn1-c1ncc(C(F)(F)F)cc1Cl the results were Nrf2 ARE act -0.2%, A549 viability -1%, CCT chaperon mod -0.1, Abeta yeast res -16%, Nrf2 block 3%, pAkt inh inactive, MmCpn inh -3%, HepG2 viability 1% and TGFb inhibitor -15%.
Screening O=C(CN(C(=O)c1cccc([N+](=O)[O-])c1)C1CCCCC1)Nc1ccc(Cl)c([N+](=O)[O-])c1 returned Nrf2 ARE act -0.1%, A549 viability -20%, CCT chaperon mod -0.2, Abeta yeast res 0%, Nrf2 block inconclusive, pAkt inh inactive, MmCpn inh -8%, HepG2 viability -21% and TGFb inhibitor inconclusive.
For CC1CCN(C(C)C(=O)Nc2cc(S(=O)(=O)N3CCCCC3)ccc2Cl)CC1 (stereo not drawn) the results were Nrf2 ARE act -0.3%, A549 viability 2%, CCT chaperon mod -4.8, Abeta yeast res -18%, Nrf2 block -4%, pAkt inh inactive, MmCpn inh 2%, HepG2 viability 3% and TGFb inhibitor 8%.
`CC1CCc2c(sc(/N=C/c3cccnc3)c2C(N)=O)C1` (stereo not drawn) gave Nrf2 ARE act 3.0%, A549 viability 1%, CCT chaperon mod -12, Abeta yeast res -10%, Nrf2 block 0%, pAkt inh inactive, MmCpn inh 0%, HepG2 viability -12% and TGFb inhibitor 6%.
`O=C(NCCc1ccc(Cl)cc1)C1COc2ccccc2C1` (stereo not drawn) gave Nrf2 ARE act -0.3%, A549 viability 8%, Abeta yeast res 13%, HepG2 viability -29% and TGFb inhibitor 0%.
Screening CC(C)c1cccc(C(C)C)c1NS(=O)(=O)c1cccs1 returned Nrf2 ARE act 4.4%, A549 viability 0%, Abeta yeast res 2%, Nrf2 block 8%, HepG2 viability -18% and TGFb inhibitor 0%.
